Source: PubChem (NCI)
Growth percent in the NCI-60 one-dose screen (48 h, 10 µM unless noted): 100 = growth as untreated, 0 = no growth, -100 = all killed.
HL-60(TB) = HL-60(TB) leukemia cells; AID 1794776; 78,000 tested, 9% active; active means growth percent below 10
The depositor's hits bear a star; & = joins results of further samples; [ ] = another dose, or the depositor's remark. A portion of the library; count on the stated rates, not on these rows.

COc1cc2c(cc1OCCCN1Cc3ccc(OCCCCC(=O)N4CCC(CCN5CCCC5)CC4)cc3C1)N=C(N)C21CCCC1
  HL-60(TB): 85
O=C(N/N=C/c1ccccc1SSc1ccccc1/C=N/NC(=O)c1ccccc1)c1ccccc1
  HL-60(TB): 3.4*
CC1=NN(CNc2nc3c(C)ccc(C)c3s2)C(=O)C1
  HL-60(TB): 110
CC1CCCc2c1cc(C(=O)CBr)c1ccccc21 (stereo unspecified)
  HL-60(TB): 94
O=C1/C(=C\c2ccc(F)cc2)CN(C(=O)c2ccccc2F)C/C1=C\c1ccc(F)cc1
  HL-60(TB): -4.3*
O=C1CC(=O)N(CCc2ccncc2)C(=O)N1CCc1ccncc1
  HL-60(TB): 95
Fc1cc(-c2nn(CN3CCOCC3)c(=S)n2/N=C/c2ccc(Cl)cc2)c(Cl)cc1Cl
  HL-60(TB): 87
COc1ccc(-c2c3c(cc4cc5ncccc5nc24)[C@H]2CC[C@]4(C)C(=O)CC[C@H]4[C@@H]2CC3)cc1
  HL-60(TB): 32
CCC(C)CCC(O)C(C)CO (stereo unspecified)
  HL-60(TB): 67
Cc1cc(Cl)c2ccc(N(C)C)cc2n1
  HL-60(TB): 94
CN(Cc1ccccc1)c1nc(Cl)c(/C=C/C(=O)c2ccc(Cl)cc2)s1
  HL-60(TB): 79
CNC(Cc1ccccc1)c1cccc(OC)c1OC (stereo unspecified)
  HL-60(TB): 111
CCc1nnc2sc(/C=C/c3cccc(C(F)(F)F)c3)nn12
  HL-60(TB): 101
O=C(Nc1cccc(-n2cc(-c3ccncc3)c(-c3ccc(Cl)c(O)c3)n2)c1)Nc1cccc(C(F)(F)F)c1
  HL-60(TB): 13
O=C(Nc1cccc(Cn2c(=O)[nH]c3ccc(Oc4ncccn4)cc3c2=O)c1)Nc1ccccc1F
  HL-60(TB): 107
Nc1cc(S(=O)(=O)O)cc2cc(S(=O)(=O)O)c(N=Nc3ccc([N+](=O)[O-])cc3)c(O)c12
  HL-60(TB): 98
O=[N+]([O-])c1ccc(N/N=C/c2c(O)ccc3ccccc23)nc1
  HL-60(TB): 9.6*
Cc1ccc(C(=O)C[n+]2cccc3c4ccccc4ccc32)cc1
  HL-60(TB): 1.8*
CCc1c(Nc2ccccc2Cl)[nH]c(N)nc1=S
  HL-60(TB): 93
O=C(/C=C/Nc1cc(-c2ccccc2)nn1-c1ccccc1)c1ccccc1
  HL-60(TB): 75
N#Cc1c(N2CCNCC2)nc2sc3cc(Cl)ccc3n2c1=N
  HL-60(TB): 124
COc1cc(-c2noc([C@@H](C)NS(=O)(=O)c3ccc(C)cc3)n2)cc(OC)c1OC
  HL-60(TB): 101
O=S(=O)(Oc1ccc(-c2cn3ccoc3n2)cc1)c1ccc(Cl)c(C(F)(F)F)c1
  HL-60(TB): 99
CSc1nc2[nH]c(=O)n(O)c(=O)c2n1Cc1ccccc1
  HL-60(TB): 90
O=S(=O)(NCCNc1nccc(-n2cnc3ccccc32)n1)c1ccc(C(F)(F)F)cc1
  HL-60(TB): 74

Copied from the entries so far, 6 compounds:
O=[N+]([O-])c1ccc(N/N=C/c2c(O)ccc3ccccc23)nc1
  HL-60(TB): 9.6*
Cc1ccc(C(=O)C[n+]2cccc3c4ccccc4ccc32)cc1
  HL-60(TB): 1.8*
CCc1c(Nc2ccccc2Cl)[nH]c(N)nc1=S
  HL-60(TB): 93
O=C(/C=C/Nc1cc(-c2ccccc2)nn1-c1ccccc1)c1ccccc1
  HL-60(TB): 75
N#Cc1c(N2CCNCC2)nc2sc3cc(Cl)ccc3n2c1=N
  HL-60(TB): 124
COc1cc(-c2noc([C@@H](C)NS(=O)(=O)c3ccc(C)cc3)n2)cc(OC)c1OC
  HL-60(TB): 101

The list continues:
O=C(CCCCCCSc1nc(-c2ccccc2)cc(-c2ccc(Cl)cc2)n1)NO
  HL-60(TB): -37*
CCC(C)[C@H]1O[C@]2(C=C[C@@H]1C)C[C@@H]1C[C@@H](C/C=C(\C)[C@@H](OC3C[C@H](OC)C(O[C@H]4C[C@H](OC)[C@@H](O)[C@H](C)O4)[C@H](C)O3)[C@@H](C)/C=C/C=C3\CO[C@@H]4[C@H](O)C(C)=C[C@@H](C(=O)O1)[C@]34O)O2 (stereo partly specified)
  HL-60(TB): -26*
Cc1csc(/N=C(N)/N=C(\N)c2ccc(Cl)cc2)n1
  HL-60(TB): 92
COc1ccc(-n2c(Sc3sc(N)nc3C)nc3ccc(C)cc3c2=O)cc1
  HL-60(TB): 96
C=C(C)[C@@H]1CC[C@]2(C(=O)N[C@H](Cc3ccccc3)C(=O)OC)CC[C@]3(C)[C@H](CC[C@@H]4[C@@]5(C)C/C(=C/c6ccco6)C(=O)C(C)(C)[C@@H]5CC[C@]43C)[C@@H]12
  HL-60(TB): 85
CC(O)c1cccnc1 (stereo unspecified)
  HL-60(TB): 69
COc1nc2ccccc2cc1-c1nc2c(cnn2-c2ccc(Br)cc2)c(=O)[nH]1
  HL-60(TB): 8.6*
O=c1[nH]c2ccccc2s1
  HL-60(TB): 100&93&102
CCCCSc1ccccn1
  HL-60(TB): 96
CCOc1cc2c(c(OCC)c1OCC)C(=O)N[C@@H]1[C@@H](O)[C@@H](O)[C@H](O)C[C@@H]21
  HL-60(TB): 96
c1ccc(Nc2ncnc3onc(-c4ccccc4)c23)cc1
  HL-60(TB): 91
O=C(NCc1ccccc1)Nc1ncccc1OCc1ccccc1Cl
  HL-60(TB): 83
CC(C)Cc1ccc(C(C)c2nnc(Nc3nc4ccccc4s3)s2)cc1 (stereo unspecified)
  HL-60(TB): 100
Cc1ccccc1NC(=O)CSc1[nH]c(=O)cc(C)c1C#N
  HL-60(TB): 93
CCCCCCC(C)(O)C#CC(C)(O)CCCCCC (stereo unspecified)
  HL-60(TB): 83
COc1cc(/C=C2\S/C(=N/c3nnc(C)s3)NC2=O)ccc1O
  HL-60(TB): 97
Fc1cc(-c2nnc3n2NC(=Nc2ccccc2C(F)(F)F)CS3)c(Cl)cc1Cl
  HL-60(TB): 64
C[C@@H](Oc1cc(-c2cnn(C3CC4(CNC4)C3)c2)cnc1N)c1c(Cl)ccc(F)c1Cl
  HL-60(TB): -1.2*
CCn1cc(C(=O)O)c(=O)c2cc(F)c(N3CCN(S(=O)(=O)c4ccc(Cl)cc4Cl)CC3)cc21
  HL-60(TB): -52*
Cc1cc(Br)ccc1N=NC1C(=O)N(c2ccc(Cl)cc2)N(c2ccc(Cl)cc2)C1=O
  HL-60(TB): 99
Nc1cnc(Nc2ccc(OCCN3CCCC3)cc2)nc1N1Cc2ccccc2NC1=O
  HL-60(TB): 108
Cc1cc(O)ccc1N(C)C
  HL-60(TB): 97
CCOC(=O)C1=C(C)N(C)C(=O)NC1c1c(Cl)n(C)c2ccccc12 (stereo unspecified)
  HL-60(TB): 92
COc1ccc(C=NCCN=Cc2ccc(OC)c(OC)c2)cc1OC
  HL-60(TB): 107
O=C(COc1ccc(/C=C2/C(=O)Nc3ccc(Cl)cc32)cc1)Nc1ccc(F)c(Cl)c1
  HL-60(TB): 108

CC12CC[C@@H]3[C@]4(C)COC(c5ccccc5Br)O[C@@H]4CC[C@@]3(C)[C@@H]1CC(C1=CCOC1=O)O2 (stereo partly specified)
  HL-60(TB): 54
CCOC(=O)c1cc(C)[nH]c1C
  HL-60(TB): 87
COc1ccc(C2N=C(N)NC(Nc3nn[nH]n3)=N2)cc1 (stereo unspecified)
  HL-60(TB): 104
C#CCOc1ccccc1/C=N/Nc1nc(-c2ccc(Cl)cc2Cl)cs1
  HL-60(TB): 94
COc1cc2nc(SCc3cc(OC)c(OC)c(OC)c3)n(Cc3ccccc3)c(=O)c2cc1OC
  HL-60(TB): 12
CC/C(=C\c1ccc2c(c1)COC2)c1nc2ccccc2c(=O)[nH]1
  HL-60(TB): 80
Nc1[nH]n(-c2ccccc2)c(=O)c1/C=N/C(=S)N=Nc1c(O)[nH]c2ccccc12
  HL-60(TB): 100
O=C(CCc1ccc(O)cc1)c1c(O)cc(O)c([C@@H]2O[C@H](CO)[C@@H](O)[C@H](O)[C@H]2O)c1O
  HL-60(TB): 91
COC(=O)c1ccc(-n2cc([C@]3(OC(C)=O)CC[C@H]4[C@@H]5CCC6=CC(=O)CC[C@@H]6[C@H]5CC[C@@]43C)nn2)cc1
  HL-60(TB): 124
CCOC(=O)c1sc2nc(C)cc(C)c2c1N
  HL-60(TB): 109
CC/C(=C\c1ccc(OCOC)c(OCOC)c1)C(=O)NC(Cc1ccccc1)C(O)C(=O)NCc1ccccc1 (stereo unspecified)
  HL-60(TB): 92
CCCCCCCC/C=C/CCCCCCCC1=NCC[N+]1(CCO)CCO
  HL-60(TB): 32
Cc1c2oc3c(C)ccc(C(=O)N[C@@H]4C(=O)N[C@H](C(C)C)C(=O)N5CCC[C@H]5C(=O)N(C)CC(=O)N(C)[C@@H](C(C)C)C(=O)O[C@H]4C)c3nc-2c(C(=O)N[C@@H]2C(=O)N[C@H](C(C)C)C(=O)N3CCC[C@H]3C(=O)N(C)CC(=O)N(C)[C@@H](C(C)C)C(=O)O[C@H]2C)c(N)c1=O
  HL-60(TB): -24*
Nc1ccc(N(O)/C=C2\C=CC=CC2=O)cc1N
  HL-60(TB): 73
Oc1ccccc1OB(Oc1ccccc1O)N(CCCl)CCCl
  HL-60(TB): 0.7*
O=C(O)CNS(=O)(=O)c1ccccc1
  HL-60(TB): 97
C=CCn1c(SC/C(=N\O)c2ccc(Br)cc2)nnc1-c1c[nH]c2ccccc12
  HL-60(TB): 64
Cc1cc2c(O)c(-c3cccc(Cl)c3)c3sc(=O)oc3c2cc1C
  HL-60(TB): 23
N#Cc1c(-c2ccc(C(F)(F)F)cc2)cc(NCC2CCS(=O)(=O)CC2)n2c1nc1ccccc12
  HL-60(TB): 88
COC(=O)/C=C1\Sc2cc(F)ccc2NC1=O
  HL-60(TB): 98
CCn1c(SCC(=O)Nc2cccc(C(=O)/C=C/c3ccc(C)cc3)c2)nc2ccccc2c1=O
  HL-60(TB): 92
CCOC(=O)C(CC(C(=O)OCC)C(=O)OCC)C(=O)OCC
  HL-60(TB): 110
COc1ccc(-c2csc(NC(=O)CN3CCN(CCO)CC3)n2)cc1NS(=O)(=O)c1cccc2c(N(C)C)cccc12
  HL-60(TB): 94
C1CCCCNCCC1
  HL-60(TB): 114
O=c1cc(C2NCCc3c2[nH]c2ccccc32)c2ccc(O)cc2o1 (stereo unspecified)
  HL-60(TB): 102

COc1ccc(CC(=O)OCCBr)cc1
  HL-60(TB): 106
CC(C)NC(=O)Nc1cccc(Cl)c1
  HL-60(TB): 89
CC(=O)Nc1ccc(CC#N)cc1
  HL-60(TB): 87
O=I(=O)c1ccccc1
  HL-60(TB): 89
Nc1cc(C(F)(F)F)cc(C(F)(F)F)c1
  HL-60(TB): 114
C#CC(CC(C)CC(C)(C)C)N(C)C (stereo unspecified)
  HL-60(TB): 97
Cc1c(-c2c(Cl)cccc2Cl)noc1CN(C)C
  HL-60(TB): 102
CC(=N\NC(N)=S)/C(=N/NC(N)=S)c1ccccc1
  HL-60(TB): 103
Cn1c(=O)[nH]c(=O)c2nc(/C=C(\O)c3ccc(F)cc3)c(=O)[nH]c21
  HL-60(TB): 101
NC(=O)NC(=O)/C=C\C(=O)OCCOC(=O)/C=C\C(=O)NC(N)=O
  HL-60(TB): 90
NCC(O)C(O)C(O)CO (stereo unspecified)
  HL-60(TB): 85
COC(=O)CNC(=O)[C@@H](OC)[C@@H]1Cc2cc3cc(OC4CC(OC5CC(O)C(O)C(C)O5)C(O)C(C)O4)c(C)c(O)c3c(O)c2C(=O)[C@H]1OC1CC(OC2CC(OC3CC(C)(O)C(O)C(C)O3)C(O)C(C)O2)C(O)C(C)O1 (stereo partly specified)
  HL-60(TB): 41
CCC(C)NC(=O)/C=C/c1ccccc1 (stereo unspecified)
  HL-60(TB): 102
Cn1c2ccccc2c2c3c(c4c5cc(F)ccc5oc4c21)C(=O)N(O)C3=O
  HL-60(TB): 121
CC[C@H](C)[C@H](NC(=O)N[C@@H](C)c1ccccc1)C(=O)N(C)[C@H](C[C@@H](OC(C)=O)c1nc(C(=O)N[C@@H](Cc2ccccc2)C[C@H](C)C(=O)OC)cs1)C(C)C
  HL-60(TB): -17*
COc1ccc(C(=O)c2cc(OC)c(OC)c(OC)c2)cc1/C=C/C(=O)c1ccc(O)cc1
  HL-60(TB): 14
c1cc(-c2nnc(Nc3ccc4c(c3)OCCO4)o2)[nH]n1
  HL-60(TB): 102
CSC(=S)O[C@@H]1CC(C)(C)CC2C3=CCC4[C@@]5(C)CCC(=O)C(C)(C)C5CC[C@@]4(C)[C@]3(C)CC[C@]21C(=O)O (stereo partly specified)
  HL-60(TB): 72
COc1ccc(CSc2nc3cc(OC)c(OC)cc3c(=O)n2Cc2ccccc2)cc1
  HL-60(TB): 105
CN(C)c1ccc(C(=C2C=CC(=[N+](C)C)C=C2)c2cc(S(=O)(=O)O)cc3cc(S(=O)(=O)O)ccc23)cc1
  HL-60(TB): 92&101
Cc1cc(/C=C\c2ccc3ccccc3[n+]2C)c(O)c2ncccc12
  HL-60(TB): -22*
C=C1C(=O)O[C@H]2[C@H]1CC/C(COC(=O)C(=O)c1cn(Cc3ccccc3)c3ccccc13)=C\CC[C@@]1(C)O[C@@H]21
  HL-60(TB): -27*
O=C(c1ccccc1)C(Nc1ccccc1)c1ccccc1 (stereo unspecified)
  HL-60(TB): 84
COC(CN(C)Cc1c[nH]c2ccccc12)OC
  HL-60(TB): 102
CC(=O)OCC(=O)[C@@]1(O)CC[C@H]2[C@@H]3CC[C@H]4C[C@@H](O)CC[C@]4(C)[C@H]3C(=O)C[C@@]21C
  HL-60(TB): 95

C[C@H]1[C@@H](CC(=O)N[C@@H](Cc2coc3ccccc23)B(O)O)O[C@@H]2OC3(C)CC[C@H]4[C@H](C)CC[C@@H]1[C@@]24O3
  HL-60(TB): 11
Cc1sc2nc3nc(CC(=O)Nc4ccccc4)[nH]n3c(=O)c2c1C
  HL-60(TB): 103
CCOC(=O)c1c(C)c2c(n1C)CSc1cc(C(=O)c3ccccc3)c(=O)[nH]c1-2
  HL-60(TB): 75[100 µM]
Cc1ccccc1N1C(c2ccccc2)=NNC12C=CC(=O)c1c(O)cccc12 (stereo unspecified)
  HL-60(TB): 70
COC(=O)C1(C)CCC[C@]2(C)[C@H]3C[C@H]4C(C(C)C)=C[C@]3(CC[C@@H]12)[C@H]1[C@@H]4[C@@H](OCC#CCN2CCCC2)CC[C@@H]1OCC#CCN1CCCC1 (stereo partly specified)
  HL-60(TB): 91
O=C1c2ccccc2SC2c3cccn3CCN12 (stereo unspecified)
  HL-60(TB): 89
Cc1cc(C#Cc2ccccc2)ccc1-n1c(/C=C/c2ccc(F)cc2)nc2ccccc2c1=O
  HL-60(TB): 34
